DENV2 CPE rescue = protects cells from dengue virus 2 cytopathic effect | DENV2-infected cells, cytopathic effect rescue, plate reader | CPE inhibition, % at 9.99 µM | 350,000 compounds, 1.7% hits | AID 651640; in the data active = CPE inhibition above about 20%, passing the limit was not always enough; inconclusive = no clear call, values can overlap the other calls; tested in BHK-21 cells;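 also: 0% = median of neutral control wells and 100% = median of positive control wells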
PAX8 reporter = lowers PAX8-driven luciferase in RMG-I cells. RMG-I TPO-luciferase reporter, SteadyGlo, 24 h. inhibition, % at 12.6 µM. 360,000 compounds, 1.2% hits;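 active = mean replicate inhibition at least 60% with every replicate also reaching 60%; inconclusive = only one of the two criteria is met; inactive = mean below 60% and not all replicates reaching 60%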;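 also: luciferase light reporting Pax8 driven TPO promoter activity; plate controls were median of neutral control wells for no effect and mitoxantrone controls for full effect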
EWS-Fli block = blocks EWS/Fli oncoprotein-driven transcription. AID 651661. A673 NR0B1-luciferase reporter, viability-normalised. 350,000 compounds, 0.67% hits. inhibition, % at 12.6 µM;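 active = mean inhibition of at least 50% after viability correction, with every replicate also passing that limit; inconclusive = mean reaches 50% but only one of two replicates passes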;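 also: firefly luciferase signal divided by Alamar Blue viability fluorescence both relative to DMSO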
FN deposit inh = fibronectin deposition inhibition; AH1F fibroblasts, Alexa488-fibronectin deposition fluorescence, overnight; inhibition, % at 12.6 µM; 350,000 compounds, 0.086% hits; AID 743247;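 active = mean inhibition across replicates of 30% or more, regardless of how many single replicates reach that level; inconclusive = mean under 30% yet at least half of replicates reach 30%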;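 also: positive control wells lacked labelled fibronectin entirely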
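Assay system: AH1F fibroblast monolayer, labelled fibronectin deposition. Amount: 10000 cells per well. Also added: labelled fibronectin 24 nM. Compound: single-point pinned compound. Incubation: cell attachment 1 h, compound and FN exposure overnight. Detection: fluorescence after three HBSS washes, excitation 485 nm, emission 525 nm. Read-out: inhibition of fibronectin deposition signal.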
CFTR F508del cor = correctors of CFTR F508del function in bronchial epithelial cells | activity (quench increase), % at 7.58 µM | 350,000 compounds, 0.36% hits | CFBE cells, YFP halide quenching; stimulated with forskolin plus potentiator P3; % fluorescence drop versus neutral controls;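 active = mean added fluorescence quench of at least 8% versus neutral control, with both replicates also reaching 8%; inconclusive = only one of the mean or replicate conditions met; inactive = mean below 8% and not both replicates reaching 8%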;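 also: cells transiently co-express mutant CFTR-F508del with the halide-sensitive YFP; corrector assay measuring rescue of mutant channel to the surface after 24 h compound exposure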
miR122 inh = blocks miR-122 activity in Huh7 sensor cells. AID 602342. activation (reporter increase), % at 12.5 µM. Huh7 miR-122 Renilla luciferase sensor, 48 h; neutral wells = 0, positive control = 100. 340,000 compounds, 0.3% hits;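 active = mean replicate activation score at least 90 and every replicate individually at or above 90; inconclusive = only one of the two criteria met; inactive = neither criterion met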;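 also: higher luciferase means less miR-122 activity so hits act as miR-122 inhibitors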
GSIS activator = primary screen for activators of insulin secretion dependent on glucose, INS-1E cells, GLuc reporter luminescence; INS-1E GLuc reporter insulin secretion, 2-3 h; activation, % at 16.6 µM; 370,000 compounds, 0.61% hits;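 active = lowest replicate activation of at least 40%, so every replicate reaches that level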;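 also: 0% = median of neutral control wells and 100% = median of IBMX positive control wells; some compounds called inactive have numbers as strong as hits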
* marks the source's active call; other numbers are inactive results; ? = inconclusive; / = not tested or not shown; & = joins results of further samples; [ ] = dose if it differs, or a comment.

SMILES	DENV2 CPE rescue	PAX8 reporter	EWS-Fli block	FN deposit inh	CFTR F508del cor	miR122 inh	GSIS activator
CCCCC[C@@H](C)N1C[C@H](COCc2ccccc2)Oc2cc(N3CCC[C@H]3CO)ccc2S1(=O)=O	-4	7	29	-3	-2.2	/	5
CCCC#Cc1cnc2c(c1)C(=O)N([C@H](C)CO)C[C@@H](C)[C@H](CN(C)S(=O)(=O)c1cccc(OC)c1)O2	-2&-1&3	7&15	-4&-10&-13	10	0.1&0.5&-1.1	-3	-5&-4
COc1ccccc1NS(=O)(=O)c1cc(C(=O)NCC(C)(C)N2CCOCC2)ccc1C	11	-9	-11	-3	5.5	16	15
COc1ccc(NC(=O)c2ccc(S(=O)(=O)N3CCCCC3)cc2)c(OC)c1	11	29	2	-3	-0.3	/	-7
Cc1nc(Cl)cc(N/N=C/c2ccc(O)cc2O)n1	-1	-29	-23	5	5.6	2	2
C/C(CC(=O)Nc1cccc(F)c1)=N\NC(=O)c1ccncc1	?	-10	4	-4	2.3	-10	9
O=C(NCC1COc2ccccc2O1)c1cn(Cc2ccc(F)cc2)nn1 (stereo not drawn)	/	11	/	3	/	-8	/
O=C(N/N=C/c1c(O)ccc2ccccc12)c1ccc(CO)nc1	4	71*	4	15	14*	/	/
COCC(=O)Nc1ccc2c(c1)C(=O)N(C)[C@@H]1CC[C@H](CC(=O)NCCc3ccccc3)O[C@H]1CO2	6	14	-4	-13	0.0	-3[16.7 µM]	16
C=CCNC(=S)Nc1c(N)n(C)c(=O)n(C)c1=O	0	-4	-4	6	-2.7	-2	8
COP(=O)(OC)c1nc(-c2ccccc2)oc1NCc1ccccc1	/	-2	/	2	/	/	8
Cc1nnc(NC(=O)CCSc2ccccc2)s1	/	/	/	0	/	-2	1
C[C@H]1CN([C@@H](C)CO)C(=O)Cc2cc(N(C)C)ccc2O[C@H]1CN(C)C(=O)Nc1cccc2ccccc12	1	-9	2	/	1.7	-7[16.7 µM]	2
NC1=NC2(CCCCC2)N(c2ccc(F)cc2F)C(N)=N1	2	18	-9	-1	-3.1	/	23
CC(=O)c1ccc(S(=O)(=O)N(C)CCCC(=O)N(C)Cc2c(F)cccc2Cl)cc1	1	-2	4	9	2.5	4	-12
CC(C)c1ccc(NC(=O)c2cc(S(=O)(=O)NCC3COc4ccccc4O3)ccc2F)cc1 (stereo not drawn)	/	-2	/	-4	/	/	-29
CCc1ccc(NC(=O)NCCN2CCCCC2)cc1	1	10	-16	-5	-0.2	0	-1
C[C@@H](O)C#Cc1ccc([C@@H]2[C@@H](CO)N3CCCCN(S(=O)(=O)Cc4ccccc4)C[C@H]23)cc1	-10	-16	-6	/	-0.8	-3[16.7 µM]	3
C[C@H]1CCCCO[C@H](CN(C)S(=O)(=O)c2ccc(Cl)cc2)[C@@H](C)CN([C@@H](C)CO)C(=O)c2cc(NC(=O)c3ccncc3)ccc2O1	?	-14	5	-18	-0.3	-1[16.7 µM]	-5
CCS(=O)(=O)N1CCC2(CC1)CN(CC1CCOCC1)[C@H](CO)c1c2c2ccc(OC)cc2n1C	-1	12	0	/	0.6	/	8
CN1C(=O)c2cc(NC(=O)c3ccccc3)ccc2OC[C@H]2O[C@H](CC(=O)NC3CCCC3)CC[C@H]21	-4	-11	7	-2	-0.4	27[16.7 µM]	-12
COCCCNC(=O)c1oc2ccc(S(=O)(=O)N3CCOCC3)cc2c1C	-9	-4	-1	-4	0.1	0	-8
Cn1cnc([N+](=O)[O-])c1Sc1nc(N)nc2c1ncn2Cc1ccccc1	-1	-1	-1	8	-9.4	/	2
C[C@H](CO)N1C[C@H](C)[C@@H](CN(C)C(=O)C2CCCCC2)Oc2ncc(-c3ccncc3)cc2C1=O	-17	/	3	5	-0.3	-1[16.7 µM]	20
C/C(=N\NC(=O)c1cccc([N+](=O)[O-])c1)c1ccncc1	5	-14	3	6	-0.6	/	-7

Reformatted: results already given.
Second line of a record – DENV2 CPE rescue, PAX8 reporter, EWS-Fli block, FN deposit inh, CFTR F508del cor, miR122 inh, GSIS activator
- COCCCNC(=O)c1oc2ccc(S(=O)(=O)N3CCOCC3)cc2c1C
→ -9, -4, -1, -4, 0.1, 0, -8
- CC(=O)c1ccc(S(=O)(=O)N(C)CCCC(=O)N(C)Cc2c(F)cccc2Cl)cc1
→ 1, -2, 4, 9, 2.5, 4, -12
- COc1ccccc1NS(=O)(=O)c1cc(C(=O)NCC(C)(C)N2CCOCC2)ccc1C
→ 11, -9, -11, -3, 5.5, 16, 15

(more compounds)
SMILES	DENV2 CPE rescue	PAX8 reporter	EWS-Fli block	FN deposit inh	CFTR F508del cor	miR122 inh	GSIS activator
COc1cc2[nH]c(C(=O)N3CC(C)OC(C)C3)cc2c(OC)c1OC (stereo not drawn)	4	-6	8	-1	-0.6	/	14
COc1ccccc1-c1nnc(SCC(=O)N2CCCC2)o1	0	-22	-37	0	-1.0	5	12
CC(C)CC#Cc1ccc2c(c1)O[C@H](CN(C)Cc1ccc3c(c1)OCO3)[C@@H](C)CN([C@H](C)CO)S2(=O)=O	9	/	23	-4	-3.7	/	-12
CN(CCCNS(=O)(=O)c1cccc2cccnc12)Cc1ccccc1	1	6	1	-10	1.3	8	11
CCOc1cc(CNc2cccc3[nH]c(C)nc23)ccc1OC	1	4	1	8	-1.4	/	27
O=C(Nc1ccccc1F)N1CC(=O)N2[C@H](CO)[C@@H](c3ccc(C#CC4CCCC4)cc3)[C@@H]2C1	-3	20	7	-6	3.8	/	-18
N#C[C@@H]1[C@@H](c2ccc(C#Cc3cccc(F)c3)cc2)[C@H](CO)N1C(=O)C1CC1	9	3	-14	5	0.7	/	1
CN(C)c1ccc(/C=N/n2c(COc3ccccc3)n[nH]c2=S)cc1	-4	-9	9	11	-0.3	-3	-1
Cc1noc(C)c1S(=O)(=O)Nc1ccc2c(c1)C(=O)N([C@H](C)CO)C[C@@H](C)[C@H](CN(C)S(C)(=O)=O)O2	17	/	0	/	2.0	-3[16.7 µM]	11
COc1ccc(/C=C(/NC(=O)c2ccccc2)C(=O)N/N=C/c2sccc2C)cc1	-4	8	11	-8	-2.2	/	-11
CN(c1ccccc1)S(=O)(=O)c1ccc(Cl)c(C(=O)NC2=NCCS2)c1	-8	-4	-61	-8	-3.6	/	-10
Cc1ccc2nc(C3CCCCC3)c(Cc3ccccc3C(F)(F)F)n2c1	?	-8	27	-3	-0.6	-5	44
O=C(CNC(=O)c1ccccc1)Sc1ccccc1	11	-28	-3	3	4.4	/	9
C/C(=N\NC(=S)NCc1ccccc1)c1ccccc1F	-1	-20	-12	7	-3.2	2	3
CCOC(=O)c1c(S(=O)(=O)N2CCCC(C(=O)Nc3ncccc3C)C2)c(C)n(C)c1C (stereo not drawn)	?	0	/	7	6.4	-5	19
Cc1noc(C)c1S(=O)(=O)Nc1ccc2c(c1)C(=O)N([C@@H](C)CO)C[C@@H](C)[C@H](CN(C)Cc1ccccc1)O2	3	-12	-5	/	-0.6	7[16.7 µM]	17
COC(=O)c1ccc(C(=O)OC)c(NC(=O)CN2CCN(c3ccccc3)CC2)c1	/	/	14	/	-2.2	/	7
O=C(CCN1C(=O)c2ccccc2S1(=O)=O)Nc1ccc(Cl)cc1	-5	2	/	/	-0.6	-3	-17
O=C(C1CCCC1)N1CC[C@@H]2[C@H]1c1cc(-c3cccc(F)c3)ccc1N[C@@H]2CO	-9	/	-8	7	0.8	/	-45
CCCNC(=O)NC[C@@H]1[C@@H](c2ccc(C3=CCCC3)cc2)[C@H](CO)N1C(=O)CC	-8	-23	10	13	-1.9	343*[16.7 µM]	3
CCN(CC)CCNC(=O)C(=O)Nc1cc2c3c(c1)CCC(=O)N3CCC2	8	0	18	-4	2.3	/	7
COc1ccc(C#Cc2ccc([C@H]3[C@H](CO)N4C(=O)CN(C(=O)NC(C)C)C[C@@H]34)cc2)cc1	3	-34	-11	-4	1.6	/	8
O=C(Cc1cccc2ccccc12)Nc1ccccc1	-3	-65	-24	-5	0.4	/	-5
COCCCNC(=O)c1c(NC(=O)C2COc3ccccc3O2)sc2c1CCCC2 (stereo not drawn)	/	-10	/	0	/	-4	/
O=C(CSc1ccccn1)Nc1ccc2c(c1)OCO2	13	-26	-47	-25	-0.7	0	14
SMILES	DENV2 CPE rescue	PAX8 reporter	EWS-Fli block	FN deposit inh	CFTR F508del cor	miR122 inh	GSIS activator
O=C(N/N=C/c1cc(Cl)c(O)c(Cl)c1)c1cc2c(ccc3ccccc32)o1	-3	11	/	9	-0.3	0	-34
C[C@@H]1CN([C@@H](C)CO)C(=O)c2cccc(NC(=O)c3ccc(-c4nccs4)cc3)c2O[C@@H]1CN(C)CC1CC1	-2	/	-2	-11	-2.3	-4[16.7 µM]	6
COc1ccc(Cl)cc1NC(=O)Cn1c(=O)oc2ccccc21	-3	-37	4	5	-3.1	4	21
CCN(C(=O)c1ccc2c(SCC(=O)O)c3c(nc2c1)CCC3)c1cc(Cl)ccc1OC	50*	-13	-5	4	-5.1	4	1
C[C@@H]1CN([C@@H](C)CO)C(=O)c2cc(NS(=O)(=O)c3cn(C)cn3)ccc2O[C@H]1CN(C)C	7	5	12	7	-0.8	7[16.7 µM]	24
CCN1C(=O)C(O)(C2COC(C)(C)CC2=O)c2ccccc21 (stereo not drawn)	/	-17	/	-7	/	2	/
COc1ccc(Cl)cc1NC(=O)C[n+]1ccccc1	?	-2	0	4	-1.5	-1	25
O=C(NC1CCCCCC1)c1cc(S(=O)(=O)N2CCCCC2)ccc1N1CCOCC1	2	10	9	1	-1.5	4	-19
C[C@]12CCCC(=O)N1CCc1c2[nH]c2ccccc12	5	-10	5	/	0.1	/	/
C[C@@H]1CN([C@H](C)CO)C(=O)c2cc(NC(=O)CCN3CCOCC3)ccc2O[C@H]1CN(C)C(=O)Nc1ccc2c(c1)OCO2	4	/	1	/	-2.2	6[16.7 µM]	27
CCCNC(=O)C[C@H]1CC[C@@H]2[C@H](COC[C@@H](O)CN2C(=O)c2cccnc2)O1	4	0	7	1	1.2	-5[16.7 µM]	11
O=C(Cc1cccnc1)N[C@H]1CC[C@@H](CCn2cc(Cc3ccccc3)nn2)O[C@H]1CO	89*	-8	-2	/	1.8	/	0
Cc1cc(/C=C2\C(=N)N3N=C(CC(=O)N4CCOCC4)SC3=NC2=O)c(C)n1-c1ccccc1	-2	-28	/	12	-2.6	-5	-7
COc1ccc(NC(=O)CNC(=O)Cc2ccccc2)cc1	-3	3	0	2	0.3	/	2
C[C@@H]1CN([C@@H](C)CO)C(=O)CCCn2cc(nn2)CO[C@H]1CN(C)Cc1ccccc1C(F)(F)F	0	/	1	1	-1.3	2[16.7 µM]	8
CCc1cccc(NC(=O)c2ccc(CNc3c(N4CCCC4)c(=O)c3=O)cc2)c1	9	12	4	8	-1.4	-13	4

An excerpt of these results, field by field:
> C[C@]12CCCC(=O)N1CCc1c2[nH]c2ccccc12
  DENV2 CPE rescue: 5
  PAX8 reporter: -10
  EWS-Fli block: 5
  FN deposit inh: /
  CFTR F508del cor: 0.1
  miR122 inh: /
  GSIS activator: /
> C[C@@H]1CN([C@H](C)CO)C(=O)c2cc(NC(=O)CCN3CCOCC3)ccc2O[C@H]1CN(C)C(=O)Nc1ccc2c(c1)OCO2
  DENV2 CPE rescue: 4
  PAX8 reporter: /
  EWS-Fli block: 1
  FN deposit inh: /
  CFTR F508del cor: -2.2
  miR122 inh: 6[16.7 µM]
  GSIS activator: 27
> CCCNC(=O)C[C@H]1CC[C@@H]2[C@H](COC[C@@H](O)CN2C(=O)c2cccnc2)O1
  DENV2 CPE rescue: 4
  PAX8 reporter: 0
  EWS-Fli block: 7
  FN deposit inh: 1
  CFTR F508del cor: 1.2
  miR122 inh: -5[16.7 µM]
  GSIS activator: 11
